N-glyco inh: increase of ERlucT glycosylation luciferase signal, primary screen, N-linked glycosylation inhibitor project, D54 ERlucT cells, luminescence, set 2 | AID 588692, 2011 | hit rate 0.23% among 360,000 | D54 ERlucT glycosylation luciferase reporter, 24 h; percent of 100 nM tunicamycin response | reporter increase, % at 12.5 µM;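 active = mean luciferase reporter signal, scaled so untreated is 0 and the glycosylation-blocking control 100, at or above a set limit in every replicate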;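 note: luciferase carries N-glycosylation sites so blocking glycosylation raises the light; 0% = median of neutral control wells and 100% = median of 100 nM tunicamycin wells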
MC4R barr agon: MC4R agonists recruiting beta-arrestin, primary screen, cell-based, luminescence, agonist arm of biased-ligand search | U2OS MC4R beta-arrestin complementation; percent of melanotan II response, DMSO zero | Melanocortin receptor 4 (Homo sapiens), P32245 | activation, % at 8.9 µM | AID 540308, 2011 | hit rate 0.98% among 360,000;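 active = activation above a per-plate cutoff, the mean activation of sample wells on that plate plus 3 SD, cut at about 8% in these data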
ABHD5 PLIN5 PPI: ABHD5-PLIN5 interaction inhibitors, primary screen, cell lysate, split luciferase complementation, luminescence; Perilipin-5 (Homo sapiens) + 1-acylglycerol-3-phosphate O-acyltransferase ABHD5 (Homo …; hit rate 0.78% among 360,000; inhibition, % at 4 µM; Split G. princeps luciferase complementation, 4 h;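 active = inhibition above the mean inhibition across every tested compound plus 3 SD, cut at about 22% in these data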;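 note: 0% = DMSO only wells and the 100% control is not disclosed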
TLR9-MyD88 block: inhibitors of TLR9-MyD88 association in cells, primary screen, cell-based, CHO, BLA complementation, fluorescence. Toll-like receptor 9 (Homo sapiens) + Myeloid differentiation primary response protein …. CCF4 FRET ratio. hit rate 0.21% among 340,000. inhibition, % at 4.98 µM;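 active = inhibition above the mean over all tested compounds plus 3 SD, cut at about 21% in these data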;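 note: 0% = DMSO only wells and 100% = clavulanate BLA inhibitor control wells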
Vif imaging: HIV Vif self-association inhibitors, primary screen, imaging, HEK293T, single point; HEK293T cells, Vif self-association by quenched fluorescence, 24 h; inhibition, % at 7.49 µM; hit rate 0.35% among 340,000; AID 602346, 2012; in the data active = inhibition above about 50%, passing the limit was not always enough; note: some results filed as inactive read as strong as hits
aDG glyco act: activators of alpha-DG glycosylation, primary screen, uHTS, Pro5-aDG cells, AlphaScreen | alpha-DG glycosylation AlphaScreen (IIH6); 0% Pro5, 100% B10-LARGE cell signal | activation, % at 10 µM | hit rate 0.22% among 360,000;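 active = activation of at least 8% versus controls, or a plate z-score of at least 8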;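 note: Pro5 are CHO cells carrying HIG-tagged alpha-DG that lacks glycosylation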
ABCB6 inh 2: ABCB6 transporter inhibitors, primary screen, K562-ABCB6 cells, flow cytometry, MLPCN library | hit rate 0.19% among 360,000 | K562-ABCB6 porphyrin accumulation, 1 h; active compounds read low | ATP-binding cassette sub-family B member 6 (Homo sapiens), Q9NP58 | AID 602162, 2011 | fluorescence ratio to DMSO, % at 10 µM;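 active = fluorescence ratio to DMSO below 75%, the collection mean minus 3 SD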;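 note: signal is porphyrin accumulated inside mitochondria; 100% equals median channel fluorescence of DMSO control wells; lower ratio means ABCB6 inhibition with less porphyrin fluorescence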
Exocytosis inh: LAMP-1 surface exposure blockers, TALL-104 cells – cell-based, flow cytometry, MLPCN library, primary screen | TALL-104 LAMP-1 surface exposure; cells stimulated with thapsigargin and PMA | inhibition, % at 10 µM | hit rate 0.66% among 360,000 | AID 651702, 2012;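 active = inhibition above about 55%, limit read from the data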
NOD2-RIPK2 inh: NOD2-RIPK2 binding disruptors in cells, primary screen, fluorescence, CHO cells, BLA complementation; Receptor-interacting serine/threonine-protein kinase 2 (Homo sapiens), O43353; CCF4 ratio; inhibition, % at 4.98 µM; hit rate 0.38% among 360,000; AID 624267, 2012; in the data active = inhibition above about 21%;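 note: 0% = vehicle only and 100% = reference blocker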
MC4R antagonist: MC4R antagonists of cAMP signaling, primary screen, cell-based, TR-FRET, antagonist arm of biased-ligand search. inhibition, % at 6.5 µM. hit rate 0.48% among 360,000. MC4R-expressing cells, MTII-stimulated cAMP, LANCE TR-FRET;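 active = inhibition above its plate's cutoff, the mean of tested wells on that plate plus 3 SD, cut at about 29% in these data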;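 note: 0% = Melanotan II alone and 100% = Melanotan II plus saturating MCL0020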
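Material: U2OS-MC4R stable cell line | Reagent: Melanotan II challenge after compound preincubation | Doses: One concentration, 6.5 µM nominal | Incubation: 30-min compound preincubation, 1-h Melanotan II challenge, 1-h detection, room temperature | Signal: TR-FRET cAMP assay | Replicates: One well per compound, no replicates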
* marks the source's active call; other numbers are inactive results; . = not tested or not shown.

SMILES	N-glyco inh	MC4R barr agon	ABHD5 PLIN5 PPI	TLR9-MyD88 block	Vif imaging	aDG glyco act	ABCB6 inh 2	Exocytosis inh	NOD2-RIPK2 inh	MC4R antagonist
CCSc1nc(C)nc2c1oc1ccccc12	0	-0.5	1	-11	-2	0.3	101	-2	2	-6
CCOc1cc(NC(=S)NCCCN(C)C)c(OCC)cc1NC(=O)c1cccs1	0	-1.5	1	5	-4	0.2	97	-7	3	-6
COc1cccc(Cl)c1NC(=O)N1CCN(c2ccnc3cc(Cl)ccc23)CC1	-1	-2.5	4	0	-16	0.7	105	11	2	8
COc1cccc(-c2nc(CS(=O)(=O)CC(=O)NCCc3ccc(OC)cc3OC)c(C)o2)c1	0	-0.5	10	-5	-4	0.1	97	6	-7	11
O=C(CSc1nc2ccccc2o1)c1ccccc1	0	-0.4	-4	-15	-6	1.2	99	-1	-14	6
Cc1cccc(CN2CCc3c(OCC(=O)NCc4ccco4)cccc3C2=O)c1	-1	-0.7	-3	-9	-1	0.4	100	-3	0	2
Cc1ccnc(NC(=O)Cc2c(F)cccc2Cl)c1	-1	2.1	8	0	-4	0.0	95	-8	1	-1
CCOC(=O)N1CCN(C(=O)CN(CC)S(=O)(=O)c2cc(C)ccc2OC)CC1	2	-0.4	-3	7	.	-0.2	95	-4	2	0
Cc1cc2n(c(=O)c1C#N)CCCN2c1ccccc1	3	-1.7	2	-6	-8	0.0	103	0	6	-1
Cc1ccc(C(=O)Cn2nnc3ccccc32)cc1[N+](=O)[O-]	2	-2.5	8	5	-4	0.1	92	-5	4	11
CCC(=O)Nc1nc2cc(OC)ccc2s1	0	1.4	0	-2	-8	0.1	97	-1	-2	9
O=C(NCCc1ccccc1)c1cc(-c2ccncc2)nc2ccc(S(=O)(=O)N3CCOCC3)cc12	-6	-3.5	-3	-17	-3	-0.1	104	3	7	7
COc1cc(C2C(C(=O)c3ccc(C)o3)=C(O)C(=O)N2CCCn2ccnc2)cc(OC)c1OC (configuration not stated)	0	-1.9	3	4	-36	0.4	102	-3	2	5
O=C(Nc1nc(-c2ccc(Cl)cc2Cl)cs1)C1CCCO1 (configuration not stated)	-1	-0.4	1	-18	-9	0.2	93	0	7	-6
C/C(=N/NC(N)=S)c1ccccc1[N+](=O)[O-]	-1	-0.2	3	0	3	0.5	86	1	-8	16
CCCCc1nn2c(N)c(/C=C3\C=Nc4ccccc43)c(=O)nc2s1	2	-0.3	-6	-70	4	0.1	102	6	5	-2
CC(NC(=O)COc1ccccc1)C(=O)N1CCN(c2ccccc2)CC1 (configuration not stated)	-1	-1.1	6	5	-6	0.0	92	16	4	0
O=C(N1CCN(c2ccccc2)CC1)C1(S(=O)(=O)c2ccc(Cl)cc2)CC1	0	0.4	3	4	-4	-0.2	95	-2	0	2
CC(NC(=O)C1CCCN1C(=O)OCc1ccccc1)c1ccccc1 (configuration not stated)	1	-1.1	-3	1	-3	0.0	97	2	-5	-1
c1ccc(-n2ncc3c(N4CCC5(CC4)OCCO5)ncnc32)cc1	2	0.2	4	-1	.	-0.2	105	16	-4	0
CC1(CC(=O)N/N=C/c2ccc(-c3ccc(Cl)cc3)o2)OCCO1	0	-1.0	8	-4	0	0.0	102	1	-6	-9
CCOc1cc(NC(=O)C2CCCO2)c(OCC)cc1NC(C)=O (configuration not stated)	5	-0.7	-2	-3	-1	-0.1	97	1	-9	6
CCc1nc2ccc(C(=O)N(C)Cc3ccco3)cn2c1N(CC)C(=O)NCCc1ccccc1	0	-2.3	1	.	29	-0.1	95	6	-4	-6
CN1C(=O)c2ccc(NC(=O)c3ccc(Cl)cc3Cl)cc2C1=O	4	-0.3	2	17	-20	-0.4	98	-4	0	4
CC(C)(C)OC(=O)NCc1ccc(NC(=O)c2nc[nH]c2C(=O)NCCCNC(=O)c2[nH]cnc2C(=O)Nc2ccc(CNC(=O)OC(C)(C)C)cc2)cc1	-10	8.7*	0	-13	6	0.1	97	-15	-24	31*
CCOc1c2ccc(C(=O)NCCCCc3ccccc3)cc2nn1CC	2	-0.5	-3	-8	-1	-0.1	97	2	8	-2
NC(=O)/C(N=Nc1ccccc1)=N/Nc1ccccc1	0	-0.9	6	-2	0	0.0	100	5	-2	-2
CN(CC(=O)Nc1ccc(Cl)c(C(F)(F)F)c1)C(=O)C1CSC2(C)CCC(=O)N12 (configuration not stated)	0	-0.3	5	1	3	-0.1	93	4	2	8
COc1ccc(NC2=NC3(CCCCC3)N=C(N)N2)cc1	2	-0.2	-2	-10	-36	0.1	90	-5	9	-7
OC(c1ccc(Cl)c(Cl)c1)c1ncc(-c2ccccc2F)[nH]1 (configuration not stated)	-2	1.0	-6	.	-9	-0.1	93	23	-5	-2
CCOC(=O)c1ccccc1NC(=O)c1ccc(NS(C)(=O)=O)cc1	-1	3.0	-7	4	0	-0.2	96	-1	-6	9
COc1ccc(NC(=S)N/N=C/c2cccn2Cc2ccc(F)cc2)cc1	-7	10*	1	-10	-6	0.0	101	-1	0	13
COC(=O)c1sccc1N/C=C(\C#N)S(=O)(=O)C(C)(C)C	1	1.7	-12	.	4	-0.1	100	-1	1	20
CN=C(NC)SC1CC(=O)N(c2ccccc2)C1=O (configuration not stated)	0	3.6	8	0	4	-0.1	96	0	-14	-3
O=C(CSc1nnc(CNC(=O)c2cccs2)o1)Nc1cccc(Cl)c1	0	1.3	0	-1	3	0.2	92	-7	-3	14
CCOc1cccc(CNc2ccc(O)cc2)c1OCc1ccccc1Cl	8	2.5	-30	1	9	1.0	97	28	0	7
C=CCn1cnc2c(c1=O)c1nc3ccccc3nc1n2/N=C/c1cc(OC)c(OC)c(OC)c1	-3	0.4	-3	1	-5	-0.5	118	20	-10	0
Cc1ccc(NC(=O)Cn2nc(C)c3ccccc3c2=O)cc1F	-1	-1.8	-8	-14	-5	-0.1	104	0	0	2
COc1ccc(-n2cccc2/C=C2\C(=N)N3N=C(c4ccco4)SC3=NC2=O)cc1	-1	6.3	2	1	-2	-0.4	100	-1	-6	7
CC(Oc1ccc2c(-c3ccccc3)cc(=O)oc2c1)C(=O)NC(Cc1c[nH]c2ccc(O)cc12)C(=O)O (configuration not stated)	2	-1.4	-3	-4	9	-0.4	101	-4	-4	8
CC1CCN(CCCNC(=O)c2ccc(CS(=O)(=O)Cc3ccccc3F)o2)CC1	-5	-1.3	-6	-10	-2	-0.6	93	4	1	-1
O=C(CN1C(=O)C(=O)N(C2CCCC2)C1=O)Nc1ccccc1OC(F)F	2	0.5	9	-11	2	3.0	107	-2	-23	1
Cc1cnc(N)c2c(=O)oc3ccccc3c12	4	-0.1	7	-11	2	0.2	98	-4	-7	-12
COc1nc(-c2ccc3c(c2)OCO3)n(-c2ccc(NC(=O)CSc3ccccc3)cc2)n1	-2	0.7	6	-4	28	0.2	93	-1	-2	16
CCOc1ccccc1CN1CCNC(=O)C1CC(=O)NCc1cc(C)n(C)n1 (configuration not stated)	4	-2.3	-4	0	-4	0.1	106	-6	8	0
COc1cc(CCC(=O)OCC(=O)Nc2ccc(F)c(F)c2)cc(OC)c1OC	0	-1.5	-5	5	-1	-0.1	98	-6	-3	3
CCOC(=O)C1CCN(S(=O)(=O)c2cc(Cl)c(C)cc2OC)CC1	1	1.5	-6	-13	3	0.0	92	-1	-5	0
COc1ccc(CN2CCCC(N3CCc4ccccc4C3)C2)c(O)c1 (configuration not stated)	-1	-2.2	2	9	-3	0.0	97	5	-2	9
COn1c(-c2ccccc2)c(C=O)c2ccccc21	0	-1.2	1	3	-2	-0.1	97	-4	-5	3
Cc1ccc(C)c(NC(=O)C(=O)NCc2ccccn2)c1	0	-0.9	4	0	-9	0.5	96	-1	-8	-1
The list continues:
SMILES	N-glyco inh	MC4R barr agon	ABHD5 PLIN5 PPI	TLR9-MyD88 block	Vif imaging	aDG glyco act	ABCB6 inh 2	Exocytosis inh	NOD2-RIPK2 inh	MC4R antagonist
O=C(NCc1ccccc1Cl)c1cnccn1	0	-1.4	-4	19	3	0.1	90	13	-1	1
Brc1ccc(-c2cnco2)cc1	1	-0.8	0	-7	9	-0.2	93	-1	-9	1
O=C(Nc1cccc2ccccc12)c1ccc2sc([C@@H]3O[C@H](CO)[C@@H](O)[C@H]3O)nc2c1	2	-2.9	-5	.	-5	-0.3	96	8	3	12
COC(=O)NCc1ccc(Cl)c(Cl)c1	0	0.6	4	4	21	-0.2	98	-2	-4	-4
CC1C(=O)N(Cc2cn(CCC3OCCCO3)nn2)CCS(=O)(=O)N1Cc1ccc(-c2ccc(F)nc2)cc1 (configuration not stated)	-1	-0.2	0	2	-5	-0.1	100	1	2	12
CC(/C=C/C1(O)C(C)CC(O)CC1(C)C)OC1OC(CO)C(O)C(O)C1O (configuration not stated)	3	-2.3	4	-9	5	0.0	103	0	-8	5
CN(CC1CCCN(CCc2ccc(Cl)cc2)C1)C(=O)CC(F)(F)F (configuration not stated)	-1	-1.2	-2	4	-3	0.0	97	8	-7	1
COC(CNC(=O)C1CCN(S(=O)(=O)c2cccc3nsnc23)CC1)OC	0	-1.7	-7	0	1	-0.3	112	-6	3	16
COc1ccc(N2CCN(S(=O)(=O)CCNC(=O)COc3cccc(OC)c3)CC2)cc1	-4	-1.6	3	4	-4	0.0	99	-4	-4	12
Cc1ccc(C(=O)N2CC=C(c3ccccc3)CC2)o1	1	-0.8	-6	4	1	0.1	94	4	3	-3
CCOC(=O)c1cocc1C(=O)O	0	0.4	9	2	-1	0.1	98	-2	-27	-8
CN1OC(COC(=O)c2ccc(Cl)cc2Cl)CC1c1ccccc1 (configuration not stated)	1	-0.3	3	6	4	0.0	105	-7	-3	-6
COc1ccc([C@H]2CC(=O)C=C(c3ccc(Cl)c(C(F)(F)F)c3)C2)cc1OC	-1	2.5	0	-1	-1	0.0	93	-1	-8	8
CC(C)(C)N=Cc1c(O)ccc2oc3c(c12)CCCC3	3	2.9	6	8	-3	0.0	90	23	-9	3
Fc1ccc(CN2CCN(C(=S)NCCc3ccccc3)CC2)c(Cl)c1	-6	-0.2	-5	-11	-12	1.4	101	5	10	22

High-throughput results from PubChem BioAssay.

Not all compounds are listed, so the mix of outcomes need not match the whole.
